# PMI act = phosphomannose isomerase (human) activation; purified human PMI, coupled resazurin fluorescence, 20 min; active compounds read high; 1 = vehicle control, 0 substrate-free wells; AID 1214; activation factor at 20 µM; actives 0.005% (n = 190,000);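 active = activation factor of 2 or more at 20 µM, relative to plate controls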
# Target sequence (P34949 whole entry, looked up): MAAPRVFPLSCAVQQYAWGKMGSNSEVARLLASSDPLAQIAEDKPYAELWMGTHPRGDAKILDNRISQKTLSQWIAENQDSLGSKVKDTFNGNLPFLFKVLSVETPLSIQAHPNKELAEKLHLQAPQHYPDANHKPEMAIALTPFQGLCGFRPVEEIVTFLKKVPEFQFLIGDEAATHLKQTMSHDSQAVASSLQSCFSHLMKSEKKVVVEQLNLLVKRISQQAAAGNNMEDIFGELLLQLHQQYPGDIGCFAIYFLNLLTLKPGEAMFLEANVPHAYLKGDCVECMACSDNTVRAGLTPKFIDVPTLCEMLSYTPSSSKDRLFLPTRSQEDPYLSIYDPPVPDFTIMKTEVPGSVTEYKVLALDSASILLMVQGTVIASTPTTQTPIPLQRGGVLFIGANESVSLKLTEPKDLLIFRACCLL
# bIAP inh = blocks bovine intestinal alkaline phosphatase activity; purified bovine IAP, CDP-star luminescence, 30 min; AID 1019; inhibition, % at 20 µM; 190,000 tested, under 10 active;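 active = over 50% inhibition of intestinal alkaline phosphatase at 20 µM in the single-dose screen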
#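 System: Purified bovine intestinal alkaline phosphatase (IAP) enzyme | Input: IAP diluted 1/65,000,000 in the well | Also added: CDP-star chemiluminescent phosphatase substrate, 30 µM final | Dosing: 20 µM single dose | Times: Enzyme reaction for 30 min at room temperature | Detection: Luminescence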
# TNAP inh hi DEA = blocks human TNAP under high phosphate acceptor concentration; P05186; purified TNAP, CDP-star luminescence, 1 M DEA; inhibition, % at 20 µM; actives 0.03% (n = 200,000); AID 1135;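 active = over 50% inhibition of tissue-nonspecific alkaline phosphatase at 20 µM in the single-dose screen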;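 also: plate controls were DMSO wells for no effect and EDTA-quenched wells as full inhibition for full effect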
# Target sequence (P05186 whole entry, looked up): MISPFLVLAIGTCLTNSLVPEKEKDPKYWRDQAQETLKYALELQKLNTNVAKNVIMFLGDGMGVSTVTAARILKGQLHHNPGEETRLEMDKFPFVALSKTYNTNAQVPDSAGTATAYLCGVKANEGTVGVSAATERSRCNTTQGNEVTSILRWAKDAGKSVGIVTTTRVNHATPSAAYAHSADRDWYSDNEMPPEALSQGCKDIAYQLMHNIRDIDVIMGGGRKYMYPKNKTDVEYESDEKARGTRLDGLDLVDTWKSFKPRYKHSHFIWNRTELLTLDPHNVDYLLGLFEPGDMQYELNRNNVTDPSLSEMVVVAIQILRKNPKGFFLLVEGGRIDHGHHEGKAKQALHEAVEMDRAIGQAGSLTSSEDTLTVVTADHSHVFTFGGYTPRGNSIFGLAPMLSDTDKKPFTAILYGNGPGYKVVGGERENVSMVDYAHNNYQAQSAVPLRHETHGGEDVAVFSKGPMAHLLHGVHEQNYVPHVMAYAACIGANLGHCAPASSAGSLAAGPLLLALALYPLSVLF
# Diaph inh CS = diaphorase inhibition or chemical oxidation counter-screen. diaphorase resazurin-to-resorufin fluorescence, NADH, 16 min; bacterial (C. kluyveri) enzyme, not human. inhibition, % at 20 µM. actives 0.69% (n = 190,000). AID 1217;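 active = primary screen inhibition at 20 µM above a set limit, cut at about 50% in these data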;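 also: plate controls were DMSO with full reaction for no effect and wells lacking NADH for full effect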
#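 Test system: Clostridium kluyveri diaphorase enzyme / Quantity: diaphorase at 0.14 U/mL in enzyme working solution / Incubation: 16-min room-temperature incubation before reading / Benchmarks: NADH-free wells as positive control, DMSO-only neutral wells / Signal: resorufin fluorescence 544/590 nm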
# bIAP activator = increases bovine intestinal alkaline phosphatase activity; purified bovine IAP, CDP-star luminescence, 30 min; active compounds read high; fold of DMSO-control signal, blank-subtracted; activation factor at 20 µM; actives 0.17% (n = 200,000);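 active = activation factor of 2 or more at 20 µM, a signal rise over negative controls twice the positive control's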
# TNAP inh noacc = inhibitors of human TNAP without phosphate acceptor; purified TNAP, CDP-star luminescence, 30 min; P05186; AID 1012; inhibition, % at 20 µM; actives 0.26% (n = 200,000);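 active = tissue-nonspecific alkaline phosphatase inhibition above about 50% at 20 µM in the single-dose screen, limit read from the data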;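 also: 0% = DMSO negative control and 100% = EDTA positive control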
# PMI act hi M6P = PMI (human) activation, high substrate. actives 0.34% (n = 190,000). coupled PMI enzyme assay, resazurin fluorescence, 20 min; active compounds read high; 1 = untreated enzyme, 0 = substrate-free blank. activation factor at 20 µM;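 active = activation factor of 2 or more at 20 µM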
#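 Test system: human phosphomannose isomerase with PGI, G6PDH, diaphorase coupling enzymes; Amount: PMI at 15 ng/mL final; Reagent: Mannose-6-phosphate 1.0 mM (near-saturating) plus 0.22 mM NADP+; Timing: 20 min, room temperature; Technique: resorufin fluorescence at Ex 544/Em 590 nm; Dosing: 20 µM single dose.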
# Diaph act CS = diaphorase activation or chemical reduction counter-screen; Diaphorase/resazurin coupled assay, resorufin fluorescence, 16 min; active compounds read high; 1 = vehicle wells, 0 = NADH-free wells; activation factor at 20 µM; actives 0.005% (n = 190,000); AID 1229;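 active = diaphorase activity raised at least twofold by the compound at 20 µM; inactive = activation factor below 2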
#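 System – purified diaphorase enzyme from Clostridium kluyveri · Input – enzyme 0.07 U/mL final · Also added – final NADH 0.114 mM, resazurin 0.1 mM · Measured by – fluorescence of resorufin, 544 nm excitation, 590 nm emission · Timing – 16 min enzyme reaction, ambient temperature · Measure – resorufin increase flagging diaphorase activators or reducers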
# TNAP act hi DEA = increases human TNAP activity under high phosphate acceptor concentration; P05186; activation factor at 20 µM; 200,000 tested, under 10 active; purified TNAP, CDP-star luminescence, 1 M DEA, 30 min; active compounds read high; 0 = EDTA background, 1 = DMSO-only activity; AID 1136;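 active = activation factor at least 2 at 20 µM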
#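 Test system – human TNAP · Doses – 20 µM single point · Incubation – 30 min, room temperature · Signal – luminescent substrate turnover signal · Read-out basis – activation factor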
# L major viab = reduces viability of Leishmania major promastigotes; inhibition, % at 10 µM; actives 9% (n = 200,000); resazurin fluorescence viability; AID 1063; in the data active = inhibition above about 50%;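 also: promastigotes grown with compound for 44 hours at 28 °C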
# * hit, by the source's call; / = no result given.
SMILES,PMI act,bIAP inh,TNAP inh hi DEA,Diaph inh CS,bIAP activator,TNAP inh noacc,PMI act hi M6P,Diaph act CS,TNAP act hi DEA,L major viab
CCN(CC)CCNC(=O)Cn1c(-c2ccccn2)nc2ccccc21,1,-12,4,-11,1.1,-2,1.1,1.1,1,-5
COc1ccc(CCNC(=O)c2cn3ccc(C)cc3n2)cc1OC,1,9,-7,13,0.9,-20,0.9,0.9,1.1,-4
Cn1ncc(Cl)c1C(=O)N1CCN(c2ncccn2)CC1,1.1,0,-5,4,1,-8,1,1,1.1,1
COc1cccc2sc(NC(=O)c3ccc(S(=O)(=O)N4CCOCC4)cc3)nc12,0.8,6,1,22,0.9,-2,0.8,0.8,1,51*
OC(COc1ccccc1)CN1CCN(c2ncccn2)CC1 (stereo unspecified),1,7,-5,7,0.9,-13,1.1,0.9,1.1,-9
O=S(=O)(Nc1nc2ccccc2nc1NCCO)c1cccc(Cl)c1,1,4,-4,2,1,-11,1.1,1,1,-9
COc1cc2ncnc(NCc3cccc(Cl)c3)c2cc1OC,0.9,-4,-9,14,1,-14,1,0.9,1.1,40
COCCN(Cc1ccccc1)C(=O)c1c(C)nn(-c2ccccc2)c1C,0.9,-5,1,8,1.1,-8,1,0.9,1,0
C=CCn1cc(Cl)c(=O)n(CC=C)c1=O,1.2,4,-3,4,1,1,1.1,1,1,-6
CCCc1cc(NCCCN2CCOCC2)n2c(nc3ccccc32)c1C#N,0.8,8,-6,23,0.9,-17,0.5,0.8,1.1,28
COc1ccc(N2C(=O)c3ccccc3NC23CCCC3)cc1,1.1,-4,-4,3,1,-7,1.1,1,1,-1
CNc1cc(C)nc(-n2nc(C)cc2C)n1,1,1,1,4,1,-3,0.9,1,1,-5
C=CCOc1ccc(/C=N/NC(=O)CN(c2cc(Cl)ccc2OC)S(=O)(=O)c2ccc(C)c([N+](=O)[O-])c2)cc1,0.8,16,3,16,0.8,-19,0.9,0.8,1,97*
CCOc1ccc(NC(=O)CSc2nnc(N)s2)c([N+](=O)[O-])c1,1,9,4,6,0.9,-5,1,0.9,1,3
O=C(c1cc(COc2ccc(F)cc2Cl)on1)N1CCCC(OCc2cccnc2)C1 (stereo unspecified),1,13,-8,18,0.9,-11,1,0.8,1.1,24
COc1ccc(-c2cn(-c3ccc(C)cc3)c(=O)n2CC(=O)Nc2cccc(F)c2)cc1,0.8,7,-5,25,0.9,-15,0.9,0.8,1,2
CN(C)S(=O)(=O)Oc1ccsc1C(=O)Nc1cccc(Cl)c1Cl,0.9,-2,-5,14,1,-7,1,0.9,1.1,-3
CCN1CCN(Cc2ccc(NC(=O)Nc3ccc(SC)cc3)cc2)CC1,1,0,2,5,1,-12,1,1,1,4
C/C(CCC(C)C)=N\Nc1cc(C)c2ccccc2n1,0.9,26,-4,12,0.7,-38,0.8,0.9,1,67*
Cc1cc(C)n(-c2nc3ccccc3nc2N2CCC(C)CC2)n1,0.9,6,-6,8,0.9,-5,0.9,0.9,1.1,4
C=CCn1c(=O)c(C(=O)NCCNCC)c(O)c2ccccc21,0.9,-11,-5,18,1.1,-5,0.8,0.8,1.1,33
CCOC(=O)CCNC(=O)N1CCCC(CNS(=O)(=O)c2cccs2)C1 (stereo unspecified),1.1,-6,-6,-18,1.1,-3,1.1,1.2,1.1,-7
CCOc1cc(NC(=S)NCCCN2CCOCC2)c(OCC)cc1NC(=O)C(C)C,1,-8,-1,10,1.1,-2,0.5,0.9,1,38
O=C1OCC2=C1C(c1ccccc1)CC(=O)N2c1cccc(F)c1 (stereo unspecified),1.2,15,0,-4,0.9,9,1.2,1,1,7
Cc1cccc(C)c1NC(=O)CCN1C(=O)C2C3CCC(C3)C2C1=O (stereo unspecified),1,-2,-4,-4,1,1,1,1,1,-1

# 6 neighbouring records already listed:
SMILES,PMI act,bIAP inh,TNAP inh hi DEA,Diaph inh CS,bIAP activator,TNAP inh noacc,PMI act hi M6P,Diaph act CS,TNAP act hi DEA,L major viab
Cc1cc(C)n(-c2nc3ccccc3nc2N2CCC(C)CC2)n1,0.9,6,-6,8,0.9,-5,0.9,0.9,1.1,4
C=CCn1c(=O)c(C(=O)NCCNCC)c(O)c2ccccc21,0.9,-11,-5,18,1.1,-5,0.8,0.8,1.1,33
CCOC(=O)CCNC(=O)N1CCCC(CNS(=O)(=O)c2cccs2)C1 (stereo unspecified),1.1,-6,-6,-18,1.1,-3,1.1,1.2,1.1,-7
CCOc1cc(NC(=S)NCCCN2CCOCC2)c(OCC)cc1NC(=O)C(C)C,1,-8,-1,10,1.1,-2,0.5,0.9,1,38
O=C1OCC2=C1C(c1ccccc1)CC(=O)N2c1cccc(F)c1 (stereo unspecified),1.2,15,0,-4,0.9,9,1.2,1,1,7
Cc1cccc(C)c1NC(=O)CCN1C(=O)C2C3CCC(C3)C2C1=O (stereo unspecified),1,-2,-4,-4,1,1,1,1,1,-1

# Next part.
SMILES,PMI act,bIAP inh,TNAP inh hi DEA,Diaph inh CS,bIAP activator,TNAP inh noacc,PMI act hi M6P,Diaph act CS,TNAP act hi DEA,L major viab
O=c1cc(N2CCc3ccccc32)[nH]c(=O)n1-c1ccccc1Cl,1,0,0,9,1,18,0.9,0.9,1,-3
Cc1nc([N+](=O)[O-])nn1C12CC3CC(CC(Cl)(C3)C1)C2,1,10,1,12,0.9,-10,1,0.9,1,88*
CC1(C)C(=O)OC(C(=O)c2ccc(Cl)cc2)C(C)(C)C1=O (stereo unspecified),1,5,1,7,0.9,-6,1,0.9,1,-5
CCOC(=O)Cn1nc(-c2ccc(C)cc2)c2ccccc2c1=O,/,-4,-2,/,1,-5,/,/,1,-3
CCc1ccccc1NC(=S)N1CCNC(=O)C1CC(=O)OC (stereo unspecified),0.8,-14,-4,21,1.1,-6,0.9,0.8,1,-8
Cc1ccc(N2C(=O)N(CC(=O)NCc3ccc(Cl)cc3)C(=O)C2C)cc1 (stereo unspecified),1,7,-5,9,0.9,-10,1,0.9,1,19
CC(=O)NS(=O)(=O)c1ccc(NC(=O)c2ccc(Br)o2)cc1,1,13,-4,13,0.9,-7,1.1,0.9,1,-8
C=CCN1C(=O)C2C(C(=O)NCc3ccccc3)C3(C)C=CC2(O3)C1C(=O)NC(C)(C)C (stereo unspecified),1,0,-6,16,1,-9,1,0.8,1.1,0
COc1ccccc1C(=O)/C=C/c1ccc(N2CCCCC2)c([N+](=O)[O-])c1,0.9,22,11,8,0.8,4,1,0.9,0.9,98*
O=C(NCc1ccco1)Nc1ccc([N+](=O)[O-])cc1,1,11,-2,11,0.9,-6,1,0.9,1,-4
Cc1ccccc1CN(c1ccc(C(=O)Nc2ccccc2C(=O)NCc2ccco2)cc1)S(C)(=O)=O,1,0,7,8,1,8,1,0.9,0.9,81*
Cc1ccc(-n2cnc3scc(-c4cccs4)c3c2=O)cc1,0.8,17,-4,19,0.8,-10,0.8,0.8,1,13
CCOC(=O)c1ccc(Oc2nc(N(C)C)nc(N3CCOCC3)n2)cc1,1,21,-4,5,0.8,-4,1,1,1,7
Cc1ccccc1N1C(=O)c2cccc([N+](=O)[O-])c2C1=O,0.9,-11,-4,14,1.1,-22,0.9,0.9,1,-7
CC(=O)NC(=S)Nc1cc(C(F)(F)F)ccc1N1CCOCC1,0.9,0,0,10,1,-3,1,0.9,1,-3
CCOc1ccc(N2C(=O)c3cccnc3C2Nc2ccc(F)cc2)cc1 (stereo unspecified),1,1,0,6,1,-11,1,0.9,1,25
Cc1cc(Cl)c(S(N)(=O)=O)cc1OCC(N)=O,1,14,-1,10,0.9,-9,0.9,0.9,1,-7
CC(C)(C)c1ccc(C(=O)Nc2ccc(CC(=O)O)cc2)o1,1,19,-5,4,0.8,-14,1.1,1,1.1,-11
C=CCN(Cc1nc(-c2cc(OC)c3c(c2)OCO3)oc1C)C1CCS(=O)(=O)C1 (stereo unspecified),0.9,4,-8,12,1,-9,1,0.9,1.1,65*
Fc1ccc2c(c1)C(c1ccc(N3CCOCC3)cc1)=NNC(c1cccs1)=N2,0.8,17,-5,28,0.8,-10,0.8,0.7,1.1,41
COc1ccc(Cn2nnnc2C(c2cc(OC)ccc2OC)N2CCC(C(N)=O)CC2)cc1 (stereo unspecified),1,-16,-5,1,1.2,-14,1,1,1.1,-1
COc1ccccc1OCC(=O)NNC(=O)c1c(-c2ccccc2Cl)noc1C,1.1,-21,-2,4,1.2,-15,1.1,1,1,-2
Cc1ccc(N2C(=O)C(Cc3ccc(O)cc3)NC2=S)cc1C (stereo unspecified),1,-6,-1,11,1.1,-2,1,0.9,1,-5
O=[n+]1cc(-c2ccccc2)n([O-])c2c1CCCCC2,1,2,-1,7,1,-7,1,0.9,1,-4
COc1cc(C2c3c(oc4ccccc4c3=O)C(=O)N2CCN2CCOCC2)cc(OC)c1OC (stereo unspecified),1,4,-2,4,1,-6,1.2,1,1,/
# Next compounds
SMILES,PMI act,bIAP inh,TNAP inh hi DEA,Diaph inh CS,bIAP activator,TNAP inh noacc,PMI act hi M6P,Diaph act CS,TNAP act hi DEA,L major viab
CCOC(=O)C1(CCOc2ccccc2)CCN(Cc2ccc(C)o2)CC1,1,-1,-4,-4,1,2,1,1,1,74*
O=C(CCSc1nnc2scc(-c3ccccc3)n12)NCc1ccc2c(c1)OCO2,0.8,6,1,15,0.9,-9,0.9,0.8,1,14
Cc1c(Br)c([N+](=O)[O-])nn1C(C)C(=O)NCC1CCCO1 (stereo unspecified),1.1,-8,0,-12,1.1,-11,1.1,1.1,1,-3
Cc1cccc(N2CCN(C(=O)C3CCCCC3)CC2)c1C,1,2,-6,8,1,-9,1,0.9,1.1,6
O=C(CSc1nncn1-c1ccccc1)Nc1cc(Cl)cc(Cl)c1,0.9,6,-1,9,0.9,-4,0.9,0.9,1,-21
CCOC(=O)N1CCN(C(=O)Nc2ccccc2Cl)CC1,0.8,-4,-1,16,1,-21,0.9,0.8,1,-2
C/C(=N\NC(=S)NCc1ccccc1)c1ccc2ccccc2c1OC(F)F,0.9,-18,-2,8,1.2,-16,0.9,0.9,1,-3
Cc1nn(CC2CC2)c(=O)n1-c1ccc(Cl)cc1,0.9,-2,0,11,1,-3,0.9,0.9,1,-6
COC(=O)C1C(=O)c2c([nH]c(C(=O)OC3CCCCC3)c2C)CC1C (stereo unspecified),0.8,12,0,16,0.9,-9,0.8,0.8,1,-4
COc1ccccc1/C=C/C(=O)OC(C)CN1CCOCC1 (stereo unspecified),1,5,-7,17,0.9,-15,1.1,0.8,1.1,1
COC(=O)CC1C(=O)NC2CCCCC2N1C(=O)c1ccccc1 (stereo unspecified),0.9,-26,-3,7,1.3,-8,1,0.9,1,-2
C#CC[N+](C)(C)CCCCCCCC,0.9,-2,0,6,1,-14,0.9,0.9,1,-2

# Assay outcomes (PubChem)

# Compounds as they come, and some 10% of all compounds hit somewhere here.
